# HSF1 inhib = HSF1 inhibitors in luciferase reporter cells, primary screen, cell-based, NIH3T3, luminescence. 300,000 tested, 0.77% active. activity change, negative = inhibition, % at 7.5 µM (by protocol). NIH3T3-HGL HSE-luciferase, MG132-induced, luminescence 8 h; stronger effect = lower value. AID 2098, 2009;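 active means more than half of replicate wells show activity change below -50%, luminescence cut by over half; inconclusive means some wells, but at most half, below -50%; inactive means no replicate well below -50%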;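 further: luciferase reports HSF-1 transcriptional activity via heat shock element; 0% = median of DMSO wells and -100% = zero luminescence signal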
# Dyrk1A ADPGlo = rat Dyrk1A kinase inhibitors, primary screen, biochemical, single point, plate reader. ADP-Glo luminescence, NFATc1 peptide. inhibition, % at 12.5 µM. 310,000 tested, 0.43% active. AID 504441, 2011; in the data active means inhibition above about 50%;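 further: plate controls were vehicle with enzyme for no effect and no enzyme for full effect; many of its hits are not listed in these tables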
# GSK3B inh = human GSK3beta kinase inhibitors, primary screen, biochemical, cell-free homogeneous, HTS | activity score (negative = inhibition), % at 10 µM | GST-GSK3beta kinase, ADP-Glo luminescence, 60 min; stronger effect = lower value | 300,000 tested, 0.038% active | AID 2097, 2009;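 active means more than half of replicate wells score below -50%, meaning over 50% inhibition versus plate controls; inconclusive means some replicates but at most half score below -50%; inactive means no replicate scores below -50%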;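 further: 0% = median DMSO wells and -100% = median GW8510 positive control wells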
# Target sequence (P49841 whole entry, looked up): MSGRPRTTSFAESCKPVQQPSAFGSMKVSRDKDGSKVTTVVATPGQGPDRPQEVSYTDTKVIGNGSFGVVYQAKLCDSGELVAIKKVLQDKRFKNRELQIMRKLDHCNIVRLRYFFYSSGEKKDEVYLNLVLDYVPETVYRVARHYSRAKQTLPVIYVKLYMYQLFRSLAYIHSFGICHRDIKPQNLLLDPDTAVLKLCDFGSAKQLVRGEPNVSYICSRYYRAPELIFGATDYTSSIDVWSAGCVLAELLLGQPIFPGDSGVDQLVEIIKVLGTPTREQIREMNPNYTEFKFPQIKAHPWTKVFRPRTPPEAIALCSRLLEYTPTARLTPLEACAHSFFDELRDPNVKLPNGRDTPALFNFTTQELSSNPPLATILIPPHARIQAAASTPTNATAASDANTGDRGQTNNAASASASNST
#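 test system = GST-tagged human GSK3beta kinase, cell-free | reagent = 25 µM ATP with peptide substrate | dosing = one dose of 10 µM per compound | schedule = 60 min reaction, RT | detection = luminescent ADP-Glo measurement of ADP formed | control set = DMSO neutral wells and GW8510 at 20 µM as positive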
# HDAC3 inh = HDAC3 deacetylase inhibitors, primary screen, biochemical, fluorescence, cell-free homogeneous. 320,000 tested, 0.15% active. inhibition, % at 8.3 µM. Histone deacetylase 3 (Homo sapiens), O15379. recombinant HDAC3, fluorogenic peptide/trypsin coupled; in the data active means inhibition above about 26%, passing the limit was not always enough; inconclusive means no clear call, values can overlap the other calls
# Platelet DG rel = inhibitors of platelet dense granule secretion, primary screen, cell-based, MLPCN, human platelets; human platelet-rich plasma, SFLLRN dense granule ATP release, luminescence; inhibition, %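 (compounds screened at 7.5 µM in platelet-rich plasma)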; 300,000 tested, 0.22% active;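 active means mean replicate score, as percent of positive control, at or above 50; inconclusive means mean below 50 but at least one replicate at or above 50; inactive means mean and every replicate below 50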
# AI-2 QS mod = Vibrio harveyi AI-2 quorum sensing modulators, primary screen, JMH597 strain, luminescence/OD600 ratio; Vibrio harveyi JMH597 AI-2 luminescence/OD600 ratio, 9 h; stronger effect = lower value; strain lacks LuxN and CqsS sensors; 0 = neutral-control median; activity change, % at 7.5 µM; 300,000 tested, 0.4% active; AID 2094, 2009; in the data active means activity change below about -75%, passing the limit was not always enough; inconclusive means no clear call, values can overlap the other calls;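 further: luminescence divided by OD600 gain over 9 h not by final OD600 alone; inactives centre near 13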
# HSF1 activator = HSF-1 activators, primary screen, NIH3T3-HGL cells, MG132 stress, luminescence, single point | NIH3T3-HGL HSF-1 luciferase reporter, 8 h; 100% = twice DMSO control signal | activation, % at 9 µM | 300,000 tested, 1.7% active | AID 504408, 2011;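 active means mean replicate activation of at least 50% with a set share of replicates each reaching 50%; inconclusive means only one of those two conditions met; inactive means mean below 50% and too few replicates reaching it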;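 further: 0% = median of the neutral control wells and 100% = twice that signal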
# HSP90 inh = HSP90 inhibitors, primary screen, cell lysate, luminescence; Rabbit reticulocyte lysate, luciferase refolding luminescence, 3 h; 290,000 tested, 0.91% active; inhibition, % at 5.6 µM;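 active means inhibition above the screen-wide mean plus 3 SD, computed separately per campaign, cut at about 16% in these data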;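 further: 0% = DMSO wells and 100% = 60 µM geldanamycin wells; inhibitors lower the luminescence because luciferase stays unfolded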
# PolyA inh = polyadenylation inhibitors in yeast reporter cells, primary screen, luminescence, S. cerevisiae; 300,000 tested, 0.02% active; calls only at 12 µM; S. cerevisiae SKY197-pL101 polyadenylation reporter, beta-gal luminescence; efflux-impaired pdr1/pdr3 knockout yeast; score 100 = 6 SD above DMSO; AID 1875, 2009;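 active means lowest replicate activity score at least 50, where 100 means six control SD above control mean; inconclusive means lowest score under 50 but half or more replicates reach 50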;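 further: yeast exposed to compound for 9 h at 30 °C; higher score means more reporter readthrough which indicates perturbed polyadenylation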
# GSK3 alpha inh = blockers of GSK3A enzyme activity – biochemical, luminescence, cell-free homogeneous, HTS, primary screen; AID 2650, 2010; GSK-3 alpha kinase, ADP-Glo luminescence, 60 min; Glycogen synthase kinase-3 alpha (Homo sapiens), P49840; 320,000 tested, 0.1% active; inhibition, % at 10 µM;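 in the data active means inhibition above about 50%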;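 further: GST-tagged GSK-3 alpha with peptide substrate and 25 µM ATP; 0% = DMSO neutral wells and 100% = GW8510 positive control wells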
# Target sequence (P49840 whole entry, looked up): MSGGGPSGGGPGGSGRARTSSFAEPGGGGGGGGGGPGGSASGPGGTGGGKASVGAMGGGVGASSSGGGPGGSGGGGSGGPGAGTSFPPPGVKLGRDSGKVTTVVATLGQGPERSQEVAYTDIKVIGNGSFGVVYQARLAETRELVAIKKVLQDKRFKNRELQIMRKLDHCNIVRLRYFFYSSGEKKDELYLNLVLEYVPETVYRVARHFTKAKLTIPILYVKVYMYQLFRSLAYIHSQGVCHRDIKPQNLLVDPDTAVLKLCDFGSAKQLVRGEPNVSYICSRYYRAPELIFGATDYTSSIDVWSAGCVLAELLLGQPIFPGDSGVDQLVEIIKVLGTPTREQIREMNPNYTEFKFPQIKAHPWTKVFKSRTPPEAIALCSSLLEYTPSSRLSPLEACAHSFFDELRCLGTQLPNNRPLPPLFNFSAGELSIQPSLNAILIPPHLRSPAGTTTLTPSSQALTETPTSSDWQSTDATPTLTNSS
# * marks the source's active call; other numbers are inactive results; i = inactive; ? = inconclusive; . = no result given. Only part of the results is shown; the hit share may differ from the screen's.
structure	Platelet DG rel	Dyrk1A ADPGlo	HDAC3 inh	PolyA inh	HSF1 inhib	AI-2 QS mod	GSK3 alpha inh	HSP90 inh	GSK3B inh	HSF1 activator
COc1ccccc1NS(=O)(=O)c1cccc(N=C2N=C(N)c3ccccc32)c1	-7	-5	.	i	3	16	-4	1	-3	8
CCC(CC)C(=O)Nc1ccc(Sc2ccc([N+](=O)[O-])cc2)cc1	-2	-12	0	i	-4	-2	-3	-1	-3	-8
COc1ccc(C(=O)OCC2CC(c3ccccc3)=NO2)cc1OC (centres undefined)	2	.	-2	i	20	11	0	4	-2	49
O=C(CSc1nnc(-c2cccnc2)n1C1CCCCC1)NC1CCCC1	-19	1	0	i	1	22	-4	3	1	11
COc1ccccc1C(C)NS(=O)(=O)c1cccs1 (centres undefined)	1	.	-5	i	-6	16	1	2	0	1
COc1ccc(Cl)cc1S(=O)(=O)N1CCCC1=O	-1	-1	0	i	-3	5	1	-4	-4	-12
CCOC(=O)c1cnn(-c2ncnc3sc4c(c23)CCC4)c1N	1	5	2	i	8	4	0	4	5	-17
O=C(CCCCCNC(=O)c1ccccc1)N/N=C/c1ccco1	4	7	-4	i	-1	38	-1	1	2	4
CCOC(=O)N1CCN(C(=O)COC(=O)Cc2ccc(OC)cc2)CC1	-53	-5	-6	i	-8	-2	-2	6	-11	-25
COc1ccc(NC(=O)Cn2c(-c3ccccc3)cc(C(C)=O)c2C)c(OC)c1	3	-2	8	i	19	23	4	-2	-2	21
Cc1cc(OCC(=O)Nc2ccccn2)c2c(C)c(C)c(=O)oc2c1	-2	-2	-1	i	7	18	-2	-4	1	8
COc1c(C)cc(C(=O)C2CCCN(C(=O)c3cc(C4CC4)[nH]n3)C2)cc1C (centres undefined)	-20	3	2	i	-6	8	-1	4	.	3
CCCn1c(N2CCN(S(=O)(=O)Cc3ccccc3)CC2)nc2ccccc21	1	10	4	i	-2	-1	-11	3	1	4
N#Cc1ccc(/C=N/NC(=O)CCc2ccc(S(=O)(=O)N3CCOCC3)cc2)cc1	?	-1	4	i	1	32	2	2	-10	1
CN(CC(=O)Nc1ccc(SC(F)F)cc1)C1CCCCC1	0	-6	5	i	15	13	-1	1	-2	40
COC(C(=O)Nc1ccnn1C1CCN(Cc2ccc(C)s2)CC1)c1ccccc1 (centres undefined)	2	7	.	i	-1	-4	-4	0	-2	-5
CCc1nnc(NC(=O)Cn2nc(-c3ccccc3OC)ccc2=O)s1	-3	7	-1	i	-3	-1	0	-3	2	-3
COc1ccc(CCNC(=O)c2cc(S(=O)(=O)N3CCOCC3)ccc2N2CCCC2)cc1OC	3	2	-2	i	-2	14	0	.	-5	-6
Cc1ccc(S(=O)(=O)CCC(=O)OC(C)C(=O)NC2CCCCC2C)cc1 (centres undefined)	-13	.	0	i	0	-4	0	.	-2	19
Cc1ccc(C2=NN(CCC(=O)NCCCN3CCOCC3)C(=O)CC2)cc1	-3	-2	-4	i	-7	12	-1	0	-2	-14
CCN(Cc1ccccc1)S(=O)(=O)c1cc(C(=O)NC(C)C2CC3CCC2C3)ccc1OC (centres undefined)	5	-10	?	i	6	19	0	3	-1	7
S=C(Cc1ccc(Cl)cc1)N1CCOCC1	4	-5	-2	i	6	5	2	0	-7	-10
CCOc1ccc(Cl)cc1CNCCCSc1ncccn1	3	1	-2	i	7	0	0	-1	3	1
CN(C(=O)Nc1cnc2ccccc2c1)c1ccccc1	-15	4	-9	i	10	17	-2	0	1	28
C=C(C)CNC(=S)Nc1nc2c(cc1C(=O)OCC)CCCC2	2	.	.	i	36	36	.	-3	-2	60*

# Continuation.
structure	Platelet DG rel	Dyrk1A ADPGlo	HDAC3 inh	PolyA inh	HSF1 inhib	AI-2 QS mod	GSK3 alpha inh	HSP90 inh	GSK3B inh	HSF1 activator
CCc1ccc2[nH]c(=O)c(C3C(C#N)=C(N)Oc4c3ccc3cccnc43)cc2c1 (centres undefined)	4	-8	6	i	3	9	-2	-1	3	4
Cc1onc(-c2ccccc2)c1C(=O)NC(=S)NNC(=O)c1ccco1	17	3	9	i	-4	-11	17	1	2	1
O=C(CSc1nnc(NC(=O)c2c(F)cccc2F)s1)NC1CCCC1	12	0	3	i	-17	14	-2	1	-1	-38
COCCN(Cc1cn[nH]c1-c1ccc2cc(OC)ccc2c1)C(C)C	0	.	1	i	38	48	7	-3	-4	56*
CC1Cc2ccccc2N1c1ncnc2c1nnn2Cc1ccccc1Cl (centres undefined)	6	-5	-27	i	1	10	3	-4	1	-11
COc1ccc(C(=O)/C=C(\N)C(F)(F)F)c(O)c1	-1	1	4	.	-7	17	-1	-6	-1	10
O=C(Cn1c(C(F)(F)F)nc2ccccc21)N1CCCC1	.	-3	2	i	-4	-2	-1	1	2	-2
CC(=O)NC(CC(=O)O)c1ccc(F)cc1 (centres undefined)	-2	6	8	i	-7	13	0	-1	1	-4
COc1ccc(/C(C)=N/NC(=S)Nc2cc(C)ccc2C)cc1	7	8	12	i	0	4	0	2	-3	6
CCOc1ccc(CC(=O)NCC2(N3CCCCC3)CCCCC2)cc1	6	.	9	i	-9	14	0	-1	-6	1
CC1(C)CC(CC(=O)O)C(=O)O1 (centres undefined)	2	-4	6	i	-1	0	.	8	-3	5
COc1cc(OC)c2ccc(=O)oc2c1C(CC(=O)N1CCCC(C)C1)c1ccc2c(c1)OCO2 (centres undefined)	2	0	5	i	6	22	.	.	0	25
Cc1ccc(C)c2[nH]c(=O)c(CN(Cc3cccnc3)C(=S)NCc3ccco3)cc12	-1	0	-2	i	-2	14	-1	-5	9	-8
N#Cc1ccc(OCC(=O)Nc2ccc3[nH]c(=O)[nH]c3c2)cc1	-1	-1	-8	i	1	10	1	.	2	-3
CCc1nnc(NC(=O)c2ccc(COc3ccccc3Cl)o2)s1	-8	-2	9	i	-3	5	-1	-3	-3	-6
CC(C)CC(=O)c1c[nH]c(C(=O)NCCc2ccccn2)c1	-1	.	-4	i	-4	7	2	0	4	13
O=C(NCC(O)CN1CCOCC1)c1ccc([N+](=O)[O-])cc1 (centres undefined)	5	0	.	i	-12	1	2	3	-2	-23
O=C(Nc1ccc2nc3n(c(=O)c2c1)CCCC3)c1cccnc1Cl	33	-2	5	i	1	40	0	.	1	11
COc1ccc(-n2nnnc2S(=O)(=O)Cc2ccc(C(=O)O)cc2)cc1	3	14	-5	i	90	-49	1	5	1	94*
Cc1ccc2c(c1)sc(=NC(=O)c1cccs1)n2C	13	.	3	i	-31	30	0	28*	-1	-43
Fc1ccccc1NC(=S)NNc1ncc(C(F)(F)F)cc1Cl	0	7	-4	i	-10	-3	1	1	2	-11
CC(C)(NC(=O)c1ccccc1)c1nc2ccccc2s1	-4	2	-8	i	-4	9	-1	.	-1	7
CCN(CC)S(=O)(=O)c1cccc(-c2nnc(SC(C)C(=O)NCCC3=CCCCC3)o2)c1 (centres undefined)	0	0	-8	i	6	30	-1	4	3	16
COc1ccc(NC(=O)/C=C/c2c(Cl)nc3ccccn23)cc1	-3	3	-5	i	4	3	-1	1	0	8
O=C(Cn1cnc2c(oc3ccccc32)c1=O)NCC1CCCO1 (centres undefined)	0	3	13	i	-3	19	-2	2	-1	2

# Following part.
structure	Platelet DG rel	Dyrk1A ADPGlo	HDAC3 inh	PolyA inh	HSF1 inhib	AI-2 QS mod	GSK3 alpha inh	HSP90 inh	GSK3B inh	HSF1 activator
COc1ccc(Nc2oc(COc3ccc(OC)cc3)nc2C#N)cc1	1	9	2	i	4	11	-1	1	-3	1
Cc1ccc(NC(=O)c2ccc(Cn3cc(Br)cn3)o2)cc1	-2	4	9	i	160	15	-1	6	-1	226*
CCCC(=O)Nc1ccc(N2CCN(C(=O)c3cccs3)CC2)cc1	14	2	0	i	-4	32	-1	1	0	3
CCCCCn1c(N2CCCC2)nc2c1c(=O)n(C)c(=O)n2C	1	0	4	i	0	2	1	-2	0	5
S=c1[nH]nc(-c2ccc(Cl)cc2Cl)n1-c1ccc(Cl)cc1	-15	.	0	i	-2	28	-4	-2	-2	-15
CC(C)n1c(-c2ccc(C(C)(C)C)cc2)n[nH]c1=S	-2	-2	2	i	-3	18	5	2	-3	-7
COc1ccc(NC(=O)Nc2ccc(C)cc2Br)c(OC)c1	9	-1	3	i	1	17	-1	-4	-2	20
Cc1ccc(S(=O)(=O)Nc2ccccc2C(O)c2ccccc2)cc1 (centres undefined)	2	8	3	i	-8	-12	-1	-4	2	-20
O=C(COc1ccc(Br)cc1Cl)N1CCN(c2ccccn2)CC1	16	2	-2	i	6	19	0	-4	1	-3
O=C(O)c1cc([N+](=O)[O-])ccc1N1CCCCC1	10	0	-7	i	-5	43	-2	0	4	-3
Cc1ccc(N2CCCC2=O)cc1S(=O)(=O)N1CCOCC1	-6	-2	-3	i	-9	17	1	-2	2	-14
O=C(NCCCN1CCOCC1)C(=O)NCC1OCCN1S(=O)(=O)c1ccc(F)cc1 (centres undefined)	-12	-3	4	i	-7	-4	3	1	5	1
CCc1c(C)[nH]c(C(=O)OCc2ccccc2)c1C	-15	1	.	i	35	9	.	24*	-17	?
OC1(c2ccc(OC(F)F)cc2)CSC(=Nc2cccnc2)N1Cc1ccco1 (centres undefined)	6	1	.	i	1	15	.	1	2	-1
CC1CCCCN1S(=O)(=O)c1ccc2[nH]c(=O)cc(C(=O)NCCCN3CCCCCC3)c2c1 (centres undefined)	5	.	-5	i	-5	44	-1	-6	-2	1
COc1cc(/C(C)=N/NC(=O)C(O)(c2ccccc2)c2ccccc2)ccc1O	1	1	0	i	7	-1	0	-1	1	-10
Cc1ccc(NC(=S)NN(C)c2nc(C)cnc2C)cc1	15	2	8	i	-8	33	1	-3	3	-11
Cc1ccc(NC(=O)CCC(=O)NNC(=O)C(c2ccccc2)c2ccccc2)c(C)c1	-4	4	-4	i	6	9	-10	-1	1	-10
COC(C/C=C\[C@H](O)[C@@H](C)OCc1ccccc1)OC	0	2	-4	i	0	13	2	.	-3	-6
C=CCOc1ccc(/C(CC)=N/O)c(OC)c1	2	.	-4	i	9	22	1	-2	-1	24
COc1cccc(N2CCN(S(=O)(=O)c3cccc4cccnc34)CC2)c1	1	3	2	i	16	22	-1	-5	3	22
